# E-sel inducer = E-selectin induction in HUVECs, primary screen, imaging, HUVEC, immunofluorescence imaging, single point; normalized: neutral wells 0, TNF-alpha wells 100; 260,000 tested, 0.37% active; P16581; activation, % at 7.58 µM;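 active = mean E-selectin-positive cell signal at least 10% of the positive control, reached in at least 60% of replicates, without over 20% cell loss; inconclusive = no rule given, readout overlaps actives, possibly toxicity-flagged; inactive = the rest, including those meeting only one limit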;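 note: in these data hits start at about 27%; measured in HUVEC primary endothelial cells; signal is the percent of cells scored E-selectin positive by PE staining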
# Target sequence (P16581 whole entry, looked up): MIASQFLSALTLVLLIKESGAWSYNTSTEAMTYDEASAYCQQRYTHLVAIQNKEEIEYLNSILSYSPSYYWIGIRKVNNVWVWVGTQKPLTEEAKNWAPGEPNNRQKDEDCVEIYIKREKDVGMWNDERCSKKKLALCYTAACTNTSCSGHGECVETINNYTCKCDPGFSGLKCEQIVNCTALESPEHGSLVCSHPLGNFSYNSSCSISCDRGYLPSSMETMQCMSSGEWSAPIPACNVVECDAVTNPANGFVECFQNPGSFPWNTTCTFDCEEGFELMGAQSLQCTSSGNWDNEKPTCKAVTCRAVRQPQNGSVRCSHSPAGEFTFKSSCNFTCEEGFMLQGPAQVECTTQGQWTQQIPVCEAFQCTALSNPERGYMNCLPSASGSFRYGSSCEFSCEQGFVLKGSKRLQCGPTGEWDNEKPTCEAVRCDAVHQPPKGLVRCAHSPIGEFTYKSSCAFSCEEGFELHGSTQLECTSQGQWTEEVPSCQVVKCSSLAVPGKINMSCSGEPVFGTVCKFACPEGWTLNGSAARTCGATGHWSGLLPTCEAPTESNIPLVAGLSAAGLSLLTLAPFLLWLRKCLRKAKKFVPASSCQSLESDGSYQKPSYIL
#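 Test system: HUVEC; input: 3,000 HUVEC/well; measured by: immunofluorescence imaging; read-out: % PE-positive cells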
# ERp5 block = inhibitors of ERp5-driven insulin aggregation, primary screen, biochemical, turbidity, absorbance 650 nm, single point | Protein disulfide-isomerase A6 (Homo sapiens), Q15084 | 90 min | inhibition, % at 9.99 µM | 350,000 tested, 0.05% active | AID 651711, 2012;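 active = mean replicate inhibition above about 25%, with every replicate also reaching it, limit read from the data, passing the limit was not always enough; inconclusive = only one of those two criteria met; inactive = neither criterion met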
# RAD52 anneal inh = RAD52 DNA annealing inhibitors, primary screen, biochemical, FRET, single point, set 2; DNA repair protein RAD52 homolog (Homo sapiens), P43351; recombinant RAD52 DNA annealing, FRET fluorescence; inhibition, % at 18.7 µM; 360,000 tested, 0.46% active; AID 651710, 2012;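 active = every replicate showing at least 50% inhibition; inconclusive = mean inhibition at least 50% but not in every replicate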
# Target sequence (P43351 whole entry, looked up): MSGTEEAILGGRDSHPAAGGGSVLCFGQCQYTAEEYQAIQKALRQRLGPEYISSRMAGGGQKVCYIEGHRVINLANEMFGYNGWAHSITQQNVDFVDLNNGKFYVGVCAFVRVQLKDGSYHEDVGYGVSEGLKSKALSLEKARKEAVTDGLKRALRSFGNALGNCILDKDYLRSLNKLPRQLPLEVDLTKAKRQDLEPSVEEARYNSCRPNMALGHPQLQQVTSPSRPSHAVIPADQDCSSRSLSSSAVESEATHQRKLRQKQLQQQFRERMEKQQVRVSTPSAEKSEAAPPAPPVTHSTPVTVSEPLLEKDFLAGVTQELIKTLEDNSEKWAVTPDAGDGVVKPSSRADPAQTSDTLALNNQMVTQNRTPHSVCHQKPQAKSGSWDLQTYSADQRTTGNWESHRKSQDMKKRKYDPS
# RAD54 branch = inhibitors of human RAD54 branch migration, primary screen, biochemical, fluorescence, single point; RAD54 Holliday junction branch migration, FAM/BHQ fluorescence; 360,000 tested, 0.14% active; inhibition, % at 10.4 µM;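 active = mean normalized replicate activity at least 40 and at least half of replicates scoring 40 or more; inconclusive = only one of the two criteria met; inactive = mean below 40 and under half of replicates reaching 40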;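 note: 0% = median of neutral control wells and 100% = median of positive control wells; inhibitors cause a drop in the FAM fluorescence signal; in these data hits start at about 50%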
# esBAF inh = Bmi1 luciferase reporter increase in mESCs, primary screen, esBAF inhibitor project, mouse ES cells, Bmi1 luciferase knock-in, single point; 24 h; 100% = twice the neutral-well signal; reporter increase, % at 12.5 µM; 350,000 tested, 2% active; in the data active = activation above about 40%; inconclusive = no clear call, values can overlap the other calls;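 note: 0% = median of the plate's neutral control wells and 100% = double that signal; a rise in the Bmi1 reporter signal indicates esBAF inhibition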
# ARNT-TACC3 inh = disruptors of ARNT/TACC3 protein interaction, primary screen, biochemical, AlphaScreen, single concentration | Transforming acidic coiled-coil-containing protein 3 (Homo sapiens), Q9Y6A5 | AlphaScreen His-ARNT PAS-B/GST-TACC3 binding, luminescence; TACC3 fragment carries E629A point mutation | 390,000 tested, 0.66% active | AID 623870, 2012 | inhibition, % at 9.99 µM;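 active = mean inhibition of replicates at least 50% and at least half of replicates each reaching 50%; inconclusive = half or more replicates reach 50% but mean below 50%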;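 note: 0% = complete ARNT plus TACC3 wells and 100% = ARNT alone without TACC3; many hits fall short of the cut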
# PglD DTNB = C. jejuni PglD acetyltransferase inhibitors, primary screen, biochemical, DTNB colorimetric, single point; UDP-N-acetylbacillosamine N-acetyltransferase PglD (Campylobacter jejuni); purified PglD enzyme, DTNB colorimetric CoA detection; inhibition, % at 12.5 µM; 360,000 tested, 0.098% active; AID 602405, 2012; in the data active = inhibition above about 16%, passing the limit was not always enough; inconclusive = no clear call, values can overlap the other calls; note: strong numbers were not always called active
# CASP6 VEID inh = human caspase-6 inhibitors, primary screen, biochemical, VEID-R110 fluorescence, single point, set 2 | AID 686996, 2013 | purified caspase-6, Z-VEID-R110 cleavage fluorescence | P55212 | inhibition, % at 12.5 µM | 350,000 tested, 0.53% active;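 active = mean inhibition across replicates at least about 35%, with every replicate also reaching that limit, limit read from the data; inconclusive = only one of the two criteria met; inactive = neither criterion met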;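 note: 0% = median of neutral control wells and 100% = no fluorescence left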
# An asterisk follows results filed as active; ? = inconclusive; / = not tested or not shown.
Molecule,RAD54 branch,E-sel inducer,RAD52 anneal inh,PglD DTNB,CASP6 VEID inh,esBAF inh,ARNT-TACC3 inh,ERp5 block
COc1ccc(C(=O)OCC(=O)N2C(C)CCCC2C)cc1S(=O)(=O)N1CCOCC1 (stereo not given),1,0.3,-12,-6,-1,/,1,8
C[C@@H]1CN([C@H](C)CO)C(=O)c2cc(NS(C)(=O)=O)ccc2O[C@H]1CN(C)Cc1ccc(Cl)c(Cl)c1,-9,-2.1,-2,0,/,4,23,0
CN(C)C(CNC(=O)c1cc2ccccc2o1)c1ccco1 (stereo not given),3,0.1,-7,-5,1,8,1,4
COc1ccc2c3c([nH]c2c1)[C@@H](CO)N(C)CC31CCN(C(=O)CN(C)C)CC1,/,0.6,40,/,1,/,/,2
C[C@H]1CN([C@@H](C)CO)C(=O)c2cc(-c3ccc(F)cc3)cnc2O[C@H]1CN(C)C(=O)c1ccc(F)cc1,-9,-0.1,-4,0,5,-2,-7,-2
Cn1c(-c2ccccc2)cc(=O)n1-c1ccccc1,1,0.0,-10,-1,-8,7,4,-5
CCOC(=O)c1c(NC(=O)CN2CCCc3ccccc32)sc(C)c1CC,/,-0.2,-35,/,2,2,-2,3
CCc1nc(SCc2ccccc2C)n[nH]1,14,/,-8,-16,-4,10,-1,0
COc1ccc(-c2c(C)nn(Cc3ccccc3)c2N)cc1,-2,/,/,2,/,2,12,/
Cc1ccc(C2=CC(=O)CC(C)(C)C2)cc1,3,0.2,-89,-4,-4,16,-2,-5
O=C(c1cccc(F)c1)N1CC[C@@H]2[C@H](CO)Nc3ccc(-c4cccc(F)c4)cc3[C@@H]21,-5,0.7,/,4,/,3,-1,/
N#Cc1ccc(-c2ccc3c(c2)[C@H]2[C@H](CCN2S(=O)(=O)c2ccccc2F)[C@H](CO)N3)cc1,2,-0.5,/,-3,/,1,-36,/
CCCN(CCC)CCCNC(=O)c1cn(CC)c2ccc(S(=O)(=O)N(C)C3CCCCC3)cc2c1=O,1,/,-2,1,-16,-8,4,0
Cc1cc2c(cc1C)-n1nnnc1C(N1CCN(CC(=O)N3CCCC3)CC1)C(=O)N2 (stereo not given),/,1.4,-17,/,-2,/,/,5
O=c1[nH]c(N2CCc3ccccc32)nc2c1CCCC2,-6,/,/,5,/,19,-1,/
Cc1nc(C)c(C(=O)C2=C(O)C(=O)N(CCN3CCOCC3)C2c2ccco2)s1 (stereo not given),3,/,/,1,/,-3,49*,/
CCOC(=O)C1CCN(C(=O)CCn2c(=O)[nH]c3ccsc3c2=O)CC1,-4,/,/,0,/,-7,-11,/
CC=Cc1ccc2n(c1=O)C[C@@H]1[C@@H](CO)[C@H](C(=O)NCCC)[C@H]2N1C(=O)C1CCCC1 (mixture of isomers),-2,-0.2,-4,-2,2,2,-14,-6
CC(C)NC(=O)CN(C(=O)CCC(=O)Nc1ccccn1)c1ccc(F)c(Cl)c1,-1,/,/,-8,/,-3,-7,/
O=C(CSc1nc2[nH]c(=O)cc(O)c2s1)NCCc1ccccc1,-2,/,-33,-4,-3,1,2,-3
CC(=O)C1CCCN(C(=O)c2ccc3nc(Cc4cccc(Cl)c4)oc3c2)C1 (stereo not given),-6,0.0,-6,-3,-1,0,2,8
Cc1cc(C(=O)NC2CCCCC2)on1,4,9.6,-17,-2,3,/,1,?
CC1(C)CCc2cc(-c3ccn(S(=O)(=O)c4ccccc4Cl)n3)ccc2O1,-1,/,-28,1,-2,/,/,3
C[C@H]1CCCCO[C@H](CN(C)C(=O)Nc2ccccc2)[C@@H](C)CN([C@@H](C)CO)C(=O)c2cc(NS(=O)(=O)c3cn(C)cn3)ccc2O1,-3,0.2,-14,0,2,-1,-4,-1
O=C(Cc1ccccc1[N+](=O)[O-])NC1CC2CCC1C2 (stereo not given),7,-0.1,-3,-7,-1,2,9,1
COCCN(C(=S)Nc1ccc(C)cc1)C(C)c1ccco1 (stereo not given),0,4.9,-30,0,-4,8,-4,0
S=c1[nH]c2ccccc2n2cccc12,-5,/,-3,1,1,5,-4,0
Cc1ccc(NC(=O)C2CCCN(S(=O)(=O)c3cnc[nH]3)C2)cc1C (stereo not given),3,/,-12,-2,0,-3,-10,5
COc1ccc(C(c2sc3nc(C)nn3c2O)N2CCN(CCO)CC2)cc1OC (stereo not given),-8,0.3,1,2,-1,-5,-3,6
CN(C)CCCNC(=O)C(=O)Nc1ccc2c(c1)N(S(=O)(=O)c1cccs1)CCC2,-2,0.0,-7,4,-11,-3,-8,-4
O=C(Nc1cc(C(F)(F)F)cc(C(F)(F)F)c1)[C@H]1O[C@@H](n2ccc(=O)[nH]c2=O)[C@H](O)[C@@H]1O,-9,0.3,-19,3,-1,-3,/,4
COc1ccc(C2=NOC(C)(c3sc(-c4ccc(Cl)cc4)nc3C)C2)cc1 (stereo not given),/,0.7,-2,/,-4,/,/,-1
O=C(COC(=O)c1ccc2c(c1)OCCO2)Nc1ccc(F)cc1,11,0.4,-12,-3,1,-5,/,2
O=C(Nc1cccc(S(=O)(=O)N2CCOCC2)c1)c1cn(-c2ccccc2)nc1-c1ccccc1,3,/,-5,-10,5,5,/,0
Cc1ccc(C(=O)NC2CC3CCC(C2)N3Cc2ccco2)cc1 (stereo not given),-11,/,/,3,/,-2,1,/
CNC[C@H]1OCCCC[C@H](C)Oc2ccc(NS(C)(=O)=O)cc2C(=O)N([C@@H](C)CO)C[C@@H]1C,-7,1.9,-89,3,-3,1,-5,-8
COc1ccc(CN2CC(C(=O)NCCCN3CCOCC3)CC2=O)cc1 (stereo not given),-8,/,/,7,/,-3,-3,/
CCCC(=O)Nc1ccc2c(c1)C(=O)N(C)C[C@@H](OC)[C@H](C)CN(Cc1nccs1)[C@H](C)CO2,-6,0.1,-19,-1,/,2,-9,13
CN(CC(=O)Nc1ccccc1Br)C(=O)CNC(=O)c1ccco1,/,0.0,-2,/,0,/,-2,1
COc1ccc(C(=O)NC(C)(C)C)cc1S(=O)(=O)N1CCCC1,3,/,-7,-2,0,-2,-4,0
O=C(CN(Cc1ccco1)C(=O)c1ccc([N+](=O)[O-])cc1)Nc1ccccc1C(F)(F)F,1,/,-13,1,6,-6,1,11
N#Cc1ccc(OCC(=O)NCC2COc3ccccc3O2)cc1 (stereo not given),-1,/,-4,3,4,-3,-1,8
O=C(CNC(=O)c1ccco1)N=Nc1c(O)n(CCc2ccccc2)c2ccccc12,8,0.3,-7,5,1,-8,8,0
O=C(CSC1=NS(=O)(=O)c2ccccc2N1)Nc1cccc(F)c1,/,/,-5,/,3,7,-2,-7
COc1ccc(S(=O)Cc2ccc(C(=O)N3CCN(C(=O)c4ccco4)CC3)o2)cc1 (stereo not given),-8,-1.6,-3,3,1,-4,-2,/
Cc1nc2ccccc2c(=O)n1NC(=O)c1ccccc1[N+](=O)[O-],/,/,0,/,2,/,-6,1
CCC(C)(C)C1CCC2(CC1)NC(=O)N(CC(=O)NCCc1ccc(OC)c(OC)c1)C2=O (stereo not given),-1,0.8,-9,-2,5,7,1,/
CN(Cc1ccccc1)CC(O)COc1ccc(CNCc2nccn2C)cc1 (stereo not given),/,-5.1,-5,/,-29,/,63*,-4
CN1CCC(N(C)S(=O)(=O)c2ccc(C(C)(C)C)cc2)CC1,-2,-0.1,-9,-8,-12,4,2,11
NC(=O)CC(NC(=O)c1ccc(Br)cc1)c1ccc(NCc2ccc(F)cc2)c([N+](=O)[O-])c1 (stereo not given),-8,0.3,-7,-2,2,1,0,0
COc1cccc(S(=O)(=O)N(C)C[C@@H]2Oc3ncc(C#CCC(C)C)cc3C(=O)N([C@H](C)CO)C[C@@H]2C)c1,2,-0.2,-4,-4,0,1,-4,2
CCOC(=O)CNC(=O)C(CO)NC(=O)OCc1ccccc1 (stereo not given),-17,/,/,-2,/,-8,-12,/
O=C(NCC1CCCN1S(=O)(=O)c1cccs1)c1c(F)cccc1F (stereo not given),-1,-0.5,-83,1,-2,-4,-1,8
CCOc1ccc(CCNC(=O)c2cc(C)nn2-c2ccccc2)cc1,10,5.4,-6,9,-2,/,-9,-4
COc1cccc(CN2CCC2(C)C(=O)NCCc2ccccn2)c1OC (stereo not given),-2,-0.2,-26,0,-2,2,/,8
CCNc1nc(NC(C)C)nc(N(C#N)Cc2ccccc2)n1,-6,/,/,-5,/,0,-1,/

# Going on with the list.
Molecule,RAD54 branch,E-sel inducer,RAD52 anneal inh,PglD DTNB,CASP6 VEID inh,esBAF inh,ARNT-TACC3 inh,ERp5 block
COc1ccc(CN2CCc3cc(OC)c(OC)cc3C2)cc1O,-6,/,-9,1,0,7,-2,1
CCOC(=O)c1sc(Nc2cccc(Cl)c2)nc1C,-4,0.3,-7,3,-3,/,-4,3
Cc1c(C(c2ccc(C(=O)O)cc2)c2c(C)n(C)n(-c3ccccc3)c2=O)c(=O)n(-c2ccccc2)n1C,4,/,-3,15,1,1,-10,0
C/C(=N\OC(=O)c1cccc(Cl)c1)c1sc(C)nc1C,-2,/,/,3,/,2,12,/
Cc1cc(OCC(=O)NC(Cc2ccc(Cl)cc2)C(=O)O)c2c(C)cc(=O)oc2c1 (stereo not given),6,/,-10,-5,6,-2,1,3
CN(C)c1ccc(CNC(=O)C2(C)Cc3c(-c4ccc(N(C)C)cc4)ccnc3O2)cc1 (stereo not given),3,0.2,-21,6,0,/,/,-1
C[C@@H]1CN([C@H](C)CO)C(=O)c2cc(NC(=O)CCCN(C)C)ccc2O[C@H]1CN(C)S(=O)(=O)c1ccccc1,11,0.1,22,-1,-4,-5,-4,-3
Cc1c(CN2CCC(CO)(CC3CCCCO3)CC2)cnn1C (stereo not given),/,/,-11,/,3,5,5,-4
C[C@@H]1CN([C@@H](C)CO)C(=O)c2c(c3ccccc3n2C)-c2ccccc2CO[C@H]1CN(C)Cc1cccc(C(=O)O)c1,3,-0.1,11,1,/,3,/,/
Cc1ccc(NC(=O)CSc2nnc(C3CCCCC3)n2N)cc1F,-2,/,/,1,/,-1,-4,/
Oc1ccc(/C=N\Nc2nncc(-c3ccccc3)n2)cc1,8,-2.1,-13,-1,1,39,1,-3
O=C(Nc1nnc(-c2ccccc2)s1)c1ccccc1F,2,/,1,3,-2,70*,21,4
Cn1c(=O)c2[nH]c(C3CCC3)nc2n(C)c1=O,/,0.3,0,/,-3,/,/,3
O=C(c1ccccc1)N1CC2(C1)[C@H](c1ccccc1)[C@H](CO)N2CC1CC1,/,-0.2,-7,/,-1,/,/,2

# 3 entries out of the list above, sorted by the value under RAD52 anneal inh, rising.
SMILES	RAD52 anneal inh	PglD DTNB	CASP6 VEID inh	esBAF inh	ARNT-TACC3 inh	ERp5 block
Oc1ccc(/C=N\Nc2nncc(-c3ccccc3)n2)cc1	-13	-1	1	39	1	-3
Cn1c(=O)c2[nH]c(C3CCC3)nc2n(C)c1=O	0	/	-3	/	/	3
C[C@@H]1CN([C@@H](C)CO)C(=O)c2c(c3ccccc3n2C)-c2ccccc2CO[C@H]1CN(C)Cc1cccc(C(=O)O)c1	11	1	/	3	/	/

# Screening results (PubChem)
